Giardia kill: kills Giardia lamblia; Giardia lamblia trophozoite viability; activity change, % at 7.66 µM, hits read low; actives 0.15% (n = 340,000); in the data active means activity change below about -80%; inconclusive means between about -30% and that limit;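 further: parasites exposed to compound for two days anaerobically before the ATP read; on the % scale 0 is the no-effect control and ±100 the full control effect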
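Compounds were tested on trophozoites seeded at 100 cells/well and held 48 hrs at 37 deg C anaerobically. An ATP-based luminescent kit measured the remaining live cells.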
ASM inhibitor: inhibitors of human secretory acid sphingomyelinase; P17405; placental ASM, HMU-PC fluorogenic substrate, 60 min; Potency, µM (highest dose often 57.5 µM), without a hit: at the top dose activity change, negative = inhibition, most hits filed as inhibitors; actives 0.006% (n = 340,000); AID 504937; further: potency means the concentration at half of the fitted maximal effect
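Fluorescence read-out (Ex 386 nm, Em 447 nm) after stopping the reaction at pH 10. Enzyme: ASM from human placenta; substrate HMU-PC0, 9 uM final; 60 min, 37 °C. Compound preincubation 10 min, ambient temperature.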
GALK inh: galactokinase (human) inhibition; Purified GALK, Kinase-Glo residual ATP luminescence; P51570; actives 0.007% (n = 270,000); AID 1868; Potency, µM (highest dose often 57.5 µM), for inactives: at the highest dose activity change, negative = inhibition, usual class: inhibitors; further: potency means the concentration at half of the fitted maximal effect; on the % scale 0 is the no-effect control and ±100 the full control effect
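Galactose (100 uM) and ATP (35 uM) were turned over by 5 nM GALK for 1 h at RT. Kinase-Glo Plus then converted the remaining ATP into a luminescent signal.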
Menin-MLL TR inh: inhibitors of human menin-MLL interaction, mutant MLL peptide. O00255. Potency, µM (titrated, usually from 61.6 µM), without a hit: top-dose FP activity change, negative = inhibition, hits mostly inhibitors. actives 0.23% (n = 270,000). Menin + Texas Red MLL mutant peptide, fluorescence polarization. AID 1768; active means well fitted inhibition curve with a large enough effect in the polarisation, with a control signal flat, not every such curve was filed as active; inconclusive means small, poorly fitted or top-dose-only effect, or effect the other way, or a change in a side signal; inactive means no such curve, though single readings can be large or run the other way; the % refers to the polarisation; further: potency means the concentration at half of the fitted maximal effect; % of control where 0% means no effect; many of its hits are not listed in these tables
Tb PFK block: blocks T. brucei phosphofructokinase; T. brucei PFK, ADP-Glo luminescence; O15648; Potency, µM (highest dose often 57.5 µM), inactives show top-dose activity, negative = inhibition, usual class: inhibitors; actives 0.17% (n = 330,000);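 further: potency means the concentration at half of the fitted maximal effect; 0% = uninhibited 1x PFK enzyme wells and -100% = no-enzyme wells; nearly all actives have a fitted effect of over 60% in size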
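PFK 1.25 nM, F6P 0.5 mM, ATP 0.1 mM, 0.1 M TEA pH 8.0, 5 mM MgCl2, 0.01% Tween20, 0.1% BSA; 45 min RT. ADP-Glo readout. qHTS titration up to 57 uM; curves fitted, compounds curve-classed.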
BCR signal inh: blocks chronic active B-cell receptor signaling; Potency, µM (series often up to 46.1 µM), for the others: at the top dose ratio change, negative = lower green/red ratio, actives largely listed as inhibitors; actives 0.05% (n = 340,000); AID 493014; ABC-DLBCL IkBa-CBG/CBR reporter, luminescence ratio, 4 h; active means well fitted inhibition curve with a large enough effect in the signal ratio, with a control signal flat, not every such curve was filed as active; inconclusive means small, poorly fitted or top-dose-only effect, or effect the other way, or a change in a side signal; the % refers to the signal ratio;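 further: potency means the concentration at half of the fitted maximal effect; plate controls were basal doxycycline-induced cells for no effect and cells given 10 µM MG132 for full effect; MG132 reads +100%, hits lower the ratio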
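Compounds up to 46 uM were incubated four hours with TMD8 cells whose green CBG68 luciferase is fused to IkappaBalpha; red CBR luminescence normalised the signal, and concentration-effect curves were fitted to fusion, red and ratio data.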
PTAP TSG101 blk: blocks PTAP/TSG101 interaction to inhibit HIV-1 budding | AID 493005 | 340,000 tested, under 10 active | Potency, µM (doses to about 115 µM), for the others: top-dose activity change, negative = inhibition, hits mostly inhibitors | Fluorescence polarization, FITC-PTAP peptide / Tsg101 binding; active means well fitted inhibition curve with a large enough effect in the main read-out, with a control signal flat, not every such curve was filed as active; inconclusive means small, poorly fitted or top-dose-only effect, or effect the other way, or a change in a side signal; inactive means no such curve, though single readings can be large or run the other way; further: potency means the concentration at half of the fitted maximal effect; % of control where 0% means no effect
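Steps: Tsg101 binding domain dispensed (10 uM final), compounds pinned in DMSO, FITC-labeled PTAP-motif peptide added (50 nM final); after 20 min binding at room temperature, polarization measured.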
PKM2 act: activators of human pyruvate kinase M2 | P14618 | purified PKM2, Kinase-Glo ATP luminescence, activation; response scale: 0% is enzyme alone, no compound | Potency, µM (doses to about 57.5 µM), without a hit: at the top dose activation, hits mostly activators | actives 0.34% (n = 260,000); further: potency means the concentration at half of the fitted maximal effect; on the % scale 0 is the no-effect control and ±100 the full control effect; nearly all actives have a fitted effect of over 55% in size
Target sequence (P14618 whole entry, looked up): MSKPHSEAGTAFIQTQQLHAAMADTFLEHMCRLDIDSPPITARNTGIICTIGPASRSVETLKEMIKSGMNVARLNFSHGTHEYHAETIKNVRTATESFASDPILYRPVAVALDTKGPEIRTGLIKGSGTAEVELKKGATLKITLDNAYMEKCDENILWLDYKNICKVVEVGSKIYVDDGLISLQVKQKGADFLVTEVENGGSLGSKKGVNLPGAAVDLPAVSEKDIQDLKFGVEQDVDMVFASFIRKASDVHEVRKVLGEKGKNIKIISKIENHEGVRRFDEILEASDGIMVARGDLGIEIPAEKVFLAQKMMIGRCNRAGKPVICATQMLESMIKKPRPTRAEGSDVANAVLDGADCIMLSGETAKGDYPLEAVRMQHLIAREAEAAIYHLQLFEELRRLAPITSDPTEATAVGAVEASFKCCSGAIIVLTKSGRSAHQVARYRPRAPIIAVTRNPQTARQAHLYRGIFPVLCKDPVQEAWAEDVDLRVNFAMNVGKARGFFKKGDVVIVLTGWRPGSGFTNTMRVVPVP
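Purified hPK-M2 (>95% pure) converted ADP (0.1 mM final) to ATP with 0.5 mM PEP in 50 mM imidazole pH7.2, KCl, MgCl2, Tween 20, BSA; 1 h at room temperature. ATP detected by Kinase-Glo luminescence.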
B2AR arrestin: beta2AR (human) beta-arrestin recruitment activity | beta-arrestin recruitment to beta2AR, cell-based reporter | Potency, µM (titrated, usually from 46.1 µM), for inactives: top-dose activation, most hits filed as activators | actives 0.02% (n = 330,000) | AID 492947;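 further: potency means the concentration at half of the fitted maximal effect; 0% = DMSO controls and full agonism = EC100 isoproterenol or metaproterenol; nearly all actives have a fitted effect of over 65% in size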
Target sequence (P07550 whole entry, looked up): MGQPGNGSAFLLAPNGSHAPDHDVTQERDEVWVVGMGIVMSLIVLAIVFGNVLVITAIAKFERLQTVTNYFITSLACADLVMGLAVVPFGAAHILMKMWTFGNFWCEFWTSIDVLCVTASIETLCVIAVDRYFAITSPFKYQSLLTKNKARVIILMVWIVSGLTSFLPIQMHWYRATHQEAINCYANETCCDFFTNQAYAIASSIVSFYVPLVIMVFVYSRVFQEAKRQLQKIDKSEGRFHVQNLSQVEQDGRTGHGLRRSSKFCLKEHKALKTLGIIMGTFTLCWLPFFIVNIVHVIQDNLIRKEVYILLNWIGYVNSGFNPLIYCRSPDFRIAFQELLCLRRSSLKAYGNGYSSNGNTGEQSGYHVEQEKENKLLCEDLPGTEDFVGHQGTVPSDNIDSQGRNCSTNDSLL
Integrin act MD: activators of alpha7 integrin expression for muscular dystrophy; actives 0.064% (n = 350,000); Potency, µM (series often up to 38.3 µM), inactives show at the highest dose activation, most hits filed as activators; AID 624291; alpha7betagal myoblasts, beta-gal FDG fluorescence, 48 h;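 further: potency means the concentration at half of the fitted maximal effect; 100% = response of the positive control SU9516; nearly all actives have a fitted effect of over 60% in size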
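alpha7betagal+/- myoblasts (passage 13, 250/well) treated 48 h at 37C with compounds at 1:260 dilution of DMSO stock. Lysed, then beta-galactosidase activity read as FDG fluorescence (ex 480/em 540) after 30 min, with pre-read for autofluorescence.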
Coupling enz: counter-screen for Giardia aldolase inhibitors: coupling enzyme system; AID 2472; coupling enzyme system counterscreen, AmpLite Red fluorescence; actives 0.67% (n = 290,000); activity change, negative = inhibition, % at 58.2 µM, hits read low; in the data active means activity change below about -30%; further: on the % scale 0 is the no-effect control and ±100 the full control effect
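Counterscreen lacking aldolase: glyceraldehyde-3-phosphate coupling-enzyme reagent preincubated 10 min at RT with compound (at 57.5 uM final), then substrate/coupling system with AmpLite Red added; fluorescence read at 525/598 nm after 20 min RT.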
An asterisk follows results filed as active; u = inconclusive; x = not tested or not shown; [ ] = remark or other dose. Unless noted, the call rests on the fitted dose curve; in most records, active means well fitted curve in the direction sought with a large enough effect; inconclusive means small, poorly fitted or top-dose-only effect, or another doubt; inactive means no such curve, though single readings can be large; an effect the other way counts as inactive or inconclusive.

item | SMILES | Tb PFK block | PKM2 act | BCR signal inh | B2AR arrestin | Menin-MLL TR inh | PTAP TSG101 blk | Coupling enz | Integrin act MD | Giardia kill | ASM inhibitor | GALK inh
1 | Cc1nc2ccccc2c(=O)n1/N=C/c1ccc2ccccc2c1O | 5% | 7% | u | 3.3% | x | -4% | -32* | -31% | 23 | -5% | -4%
2 | O=C1N/C(=C/c2cccs2)C(=O)N1Cc1ccc(Br)cc1 | -5% | -5% | u | 0.2% | -18% | -4% | 0 | 45% | -9 | 3% | 0%
3 | COc1ccc2nc(NC(=O)c3ccc(NC(=O)C4CCCO4)cc3)sc2c1 (stereo not given) | 0% | x | u | -0.3% | -16% | 1% | -1 | 11% | 4 | 31% | x
4 | COC(=O)c1cc(C(=O)OCC(=O)Nc2ccccc2OC(F)F)cc([N+](=O)[O-])c1 | -3% | -5% | -2% | -0.5% | 1% | 2% | 3 | -5% | -18 | 0% | 0%
5 | CCc1nnc(NC(=O)CSc2nc3[nH]c(=O)cc(O)c3s2)s1 | 8% | x | -3% | 0.0% | x | -5% | x | -14% | -26 | -1% | x
6 | N=c1c2c(-c3ccccc3)c(-c3ccccc3)n(Cc3ccco3)c2ncn1Cc1ccccc1 | 2% | -4% | u | -0.1% | u | -7% | 4 | 23% | -1 | -1% | -2%
7 | CN(CC(=O)Nc1ccccc1Cl)C(=O)COC(=O)/C=C/c1cccs1 | -7% | x | 0% | 0.1% | x | -6% | x | -11% | -7 | 0% | x
8 | COc1cc(Cl)c(C)cc1NC(=O)CSc1nnc(-c2ccccn2)n1Cc1ccco1 | -8% | -6% | 5% | -1.0% | 10% | -4% | 2 | -3% | -1 | -9% | -1%
9 | CCc1cccc(C)c1NC(=O)CCNC(=O)c1cccc(C)c1 | 0% | 0% | 0% | -0.5% | -2% | -3% | -1 | 17% | -12 | -15% | -1%
10 | CCn1c(CNC(=O)c2cccc(C)c2)nc2ccccc21 | -14% | 0% | -17% | 0.1% | 3% | -3% | 2 | 12% | -17 | -1% | 4%
11 | O=C(Cc1ccc(Cl)cc1)N1CCC2(CC1)NCCc1[nH]cnc12 | -1% | x | 6% | 0.0% | x | -5% | x | u | -15 | 6% | 2%
12 | Cc1ccc(NC2=Nc3ccccc3CC2)cc1 | -20% | -9% | u | -0.3% | -1% | -3% | 2 | -3% | 22 | 2% | 0%
13 | O=C(c1ccc2c(c1)OCO2)C1CCCN(Cc2ccccc2OC(F)F)C1 (stereo not given) | -4% | 1% | -1% | -0.8% | -2% | 0% | 0 | 24% | 39[activator] | 1% | 6%
14 | Cn1cnc(C(=O)NCc2ccc(CNC(=O)OC(C)(C)C)cc2)c1C(=O)NCc1ccc(CNC(=O)OC(C)(C)C)cc1 | 2% | x | u | -0.6% | x | 1% | x | -2% | -16 | 1% | x
15 | Cc1cccc([C@@H]2[C@@H]3C(=O)N(C)C(=O)[C@@H]3[C@@H]3C(=O)Nc4ccccc4C(=O)N23)c1 | 0% | -2% | 13% | 3.1% | -7% | -7% | 3 | 26% | -7 | 2% | x
16 | Cc1ccc2c(CC(=O)OCn3nnc4ccccc4c3=O)coc2c1 | -21% | 0% | 3% | 0.0% | -2% | -5% | -3 | 7% | 20 | -5% | 2%
17 | COc1ccc(CC(CN)c2ccccc2)cc1 (stereo not given) | 1% | 1% | 0% | -0.8% | -10% | -2% | 1 | -12% | 9 | -3% | -1%
18 | CCCn1c(Oc2ccccc2)nc2c1c(=O)n(C)c(=O)n2C | 2% | 0% | 5% | -0.9% | -8% | -3% | 2 | -12% | 16 | -8% | 3%
19 | Cc1cccc2c(N=Nc3ccccc3)c(O)[nH]c12 | 4% | x | 10% | -1.0% | u | -2% | -2 | -57%[inhibitor] | -1 | -20% | -4%
20 | Cc1ccc(-c2cc(C(=O)Nc3ccc(S(=O)(=O)Nc4onc(C)c4C)cc3)[nH]n2)c(O)c1 | 1% | -3% | u | -0.1% | x | -9% | 2 | 16% | -19 | 1% | -1%
21 | C#CCOc1ccc(C2C3=C(COC3=O)Nc3cc4c(cc32)OCO4)cc1OC (stereo not given) | 4% | -3% | u | -0.7% | 21% | 2% | 3 | -33% | -11 | 36% | -1%
22 | COC(=O)c1ccc(C(=O)OC)c(NC(=O)COC(=O)c2ccccc2OC)c1 | -1% | -3% | 0% | -0.2% | 13% | -2% | 4 | 7% | -4 | 1% | 1%
23 | Cc1cc(C)c(S(=O)(=O)N2CCCCC2CCNC(=O)C(=O)NCCN2CCOCC2)c(C)c1 (stereo not given) | 1% | x | u | -0.2% | x | -4% | x | 11% | -19 | 3% | x
24 | C=CCSc1nc2c(sc3nc(C)cc(C)c32)c(=O)[nH]1 | 1% | 1% | 0% | -0.3% | x | -10% | -5 | 8% | 1 | 9% | -3%
25 | Cc1cc2c(cn1)C(CCC#N)(CCC#N)c1ccccc1-2 | 0% | -3% | u | 0.5% | -9% | -5% | 3 | -27% | -10 | -6% | 7%
26 | COc1ccc(C2C(C(=O)c3sc(C)nc3C)=C(O)C(=O)N2CCN2CCOCC2)cc1 (stereo not given) | -4% | -20% | 12% | -0.4% | 1% | 0% | -1 | 9% | -3 | -1% | -3%
27 | O=C(CSCc1cnn(-c2ccccc2)c1-n1cccc1)N1CCN(Cc2ccccc2)CC1 | -5% | 2% | u | 0.0% | -3% | -3% | 1 | -6% | 23 | -1% | 2%
28 | COc1ccc(CN(C(=O)CNC(=O)c2ccco2)C(C(=O)NC2CCCC2)c2ccco2)cc1 (stereo not given) | 0% | 2% | u | 0.0% | 8% | 1% | 0 | 25% | 1 | 1% | 0%
29 | COc1ccccc1N(CC(=O)Nc1cccc(C(F)(F)F)c1)S(C)(=O)=O | -2% | 0% | 11% | -0.9% | 19% | -11% | 0 | -30% | 1 | -3% | 1%
30 | Cc1cc(C)c(S(=O)(=O)Nc2cc(SCC(=O)O)c(O)c3ccccc23)cc1C | -13% | u | -7% | 6.9% | u | 5% | -53* | -58%[inhibitor] | 21 | -28% | 0%
31 | COCCOC(=O)C(C#N)c1nc2ccccc2nc1N1CCN(Cc2ccccc2)CC1 (stereo not given) | 3% | 12% | 15% | -0.1% | 2% | -2% | 3 | -9% | 62[activator] | 11% | 1%
32 | COc1ccccc1N1C(=O)CC(c2ccccc2)CC1=O | 4% | x | -8% | 0.0% | x | -1% | x | -4% | -1 | 2% | x
33 | CCCCN(CC)Cc1ccc(CNC(=S)Nc2ccccc2F)o1 | -2% | -7% | -23% | -0.2% | -10% | -3% | -1 | u | 16 | 7% | 5%
34 | COCCN(CCOC)c1nc(S(=O)(=O)c2ccc(C)cc2)c(Cl)s1 | 1% | -3% | 8% | 0.2% | -5% | -6% | 2 | 15% | -20 | 0% | 0%
35 | NCCCC[C@@H]1NC(=O)c2cc([N+](=O)[O-])cc(I)c2SC[C@@H](C(N)=O)NC(=O)[C@H](CCC(N)=O)NC1=O | -4% | 2% | 2% | -3.8% | -1% | -5% | 0 | 18% | 22 | -5% | x
36 | COC(=O)C1=NNC2(C)C(=O)N(c3ccc(C)cc3)C(=O)C12 (stereo not given) | -12% | 0% | -11% | -0.9% | x | -4% | -2 | 10µM* | 33[activator] | -2% | 1%
37 | COc1ccc(Cc2c[nH]c(=O)[nH]c2=O)cc1 | -2% | -1% | 1% | 0.1% | -1% | -1% | 1 | -14% | -4 | 5% | -3%
38 | COC(=O)C1=C(C)Nc2c(c(=O)n(C)c(=O)n2C)C1c1ccc(C)cc1 (stereo not given) | -2% | 17% | u | 0.5% | -13% | -5% | 1 | 38% | 6 | 8% | 2%
39 | CC(OC(=O)C1CC(=O)N(Cc2ccco2)C1)C(=O)Nc1ccc(F)cc1Cl (stereo not given) | -2% | x | 2% | -0.2% | x | -1% | x | 10% | 2 | 2% | x
40 | COc1cccc(OC)c1C(=O)Nc1ccc2nc(C)c(C)nc2c1 | 1% | -4%[11.5 µM] | 0% | -0.3% | 4% | 1% | 2 | 4% | u | 4% | -2%
41 | COc1cc(C2Nc3c(F)cccc3C3C=CCC32)cc(Br)c1OC (stereo not given) | -4% | 8% | -5% | -0.2% | u | -1% | -2 | 14% | 8 | -8% | -1%
42 | O=S(=O)(NCCSc1nnnn1-c1ccccc1)c1cccs1 | 0% | 3% | 12% | 0.0% | 5% | -3% | 0 | 1% | -13 | -2% | -1%
43 | CC1(C)CC(=O)C2=C(C1)NC(Nc1nc3ccccc3o1)=NC2c1ccccn1 (stereo not given) | 0% | 1% | 8% | 0.0% | -8% | 1% | -3 | -14% | 8 | 5% | -6%

A portion of the library; the hit share may differ from the screen's.
